# PREPL inh – PREPL enzyme inhibitors, primary screen, biochemical, fluorescence polarization | recombinant PREPL, fluorescence polarization activity-based probe | hit rate 0.68% among 320,000 | inhibition, % at 5.96 µM | AID 2751, 2010 | Prolyl endopeptidase-like (Homo sapiens), Q4J6C6; in the data active = inhibition above about 43%;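 note: 0% = enzyme with DMSO and 100% = wells lacking enzyme; many of its hits are not listed in these tables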
# Efflux pump inh – inhibitors of Candida efflux pumps in yeast, primary screen, S. cerevisiae, Nile Red, multiplex. S. cerevisiae Candida pump triplex. inhibition, % at 10 µM. AID 485275, 2010. hit rate 0.44% among 330,000;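 active = plate passing quality check with inhibition over a set limit, or well fluorescence over plate mean plus 4 SD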;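 note: Nile Red retained in pooled yeast measured as flow cytometry median fluorescence; 0% = buffer negative control and 100% = Enniatin B positive control; higher means more Nile Red kept so more efflux inhibition; some compounds called inactive have numbers as strong as hits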
# Fh CTSL1 inh – Fasciola hepatica cathepsin L1 inhibitors, primary screen, counter-screen for PFM18AAP inhibitor project, biochemical, QFRET, fluorogenic peptide substrate | hit rate 0.49% among 300,000 | AID 1906, 2009 | inhibition, % at 5.96 µM | recombinant F. hepatica cathepsin L1, Z-Leu-Arg-MCA fluorescence;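 active = inhibition above the mean of all tested compounds plus 3 SD, set per screening campaign, cut at about 17% in these data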;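 note: 0% = plate median of test compound wells and 100% = 1 µM Z-Phe-Ala-diazomethylketone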
# TPT1 inhibitor – Candida albicans TPT1 enzyme inhibitors, primary screen, biochemical, fluorescence polarization | tRNA 2'-phosphotransferase TPT1 (Candida albicans SC5314) | recombinant caTPT1, FP RNA substrate dephosphorylation | inhibition, % at 5 µM | hit rate 0.81% among 300,000 | AID 1962, 2009;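 active = inhibition above the mean of all tested compounds plus 3 SD, set per screening campaign, cut at about 24% in these data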;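 note: plate controls were DMSO alone for no effect and ferristatin control at 100 nM for full effect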
# core dimer inh – inhibitors of HCV core protein dimerization, primary screen, biochemical, TR-FRET, high-throughput; hit rate 0.33% among 300,000; inhibition, % at 5 µM; TR-FRET GST/Flag-core106 dimerization, 1536-well;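 active = inhibition above the mean of all tested compounds plus 3 SD, set per screening campaign, cut at about 45% in these data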
#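 System – GST-tagged and Flag-tagged HCV core protein residues 1-106 · Repeats – one well for each compound · Technique – TR-FRET 671 and 617 nm emission · Doses – one concentration, 5 µM, in 0.5% DMSO · Times – 4 h, 22.5 °C incubation · Also added – Eu donor and XL665 acceptor anti-tag antibodies · Measure – percent inhibition of core106 dimerization signal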
# LYPLA2 counter – LYPLA2 inhibitors, primary screen, counter-screen for PME1 inhibitor project, biochemical, fluorescence polarization, FP-Rh probe ABPP. recombinant LYPLA2. hit rate 0.38% among 320,000. Acyl-protein thioesterase 2 (Homo sapiens), O95372. inhibition, % at 5.9 µM. AID 2177, 2009;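 active = inhibition above the screen-wide mean plus 3 SD, limit set per campaign, cut at about 26% in these data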;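 note: 0% = LYPLA2 with DMSO and 100% = wells lacking LYPLA2 enzyme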
# Target sequence (O95372 whole entry, looked up): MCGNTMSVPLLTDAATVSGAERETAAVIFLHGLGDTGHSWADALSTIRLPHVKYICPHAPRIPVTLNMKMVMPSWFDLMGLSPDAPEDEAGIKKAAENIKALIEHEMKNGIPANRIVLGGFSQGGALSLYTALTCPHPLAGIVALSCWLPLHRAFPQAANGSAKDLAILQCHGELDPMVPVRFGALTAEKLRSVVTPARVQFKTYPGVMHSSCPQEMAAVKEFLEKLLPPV
# GASC-1 inh – inhibitors of GASC-1 histone demethylase, primary screen, biochemical, fluorescence, DELFIA europium; Lysine-specific demethylase 4C (Homo sapiens), Q9H3R0; GST-JMJD2C(1-420) H3K9me3 demethylation; inhibition, % at 2.35 µM; hit rate 0.069% among 330,000; AID 2099, 2009;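 active = more than half of a compound's replicate wells show inhibition beyond 50%, single wells judged on their own value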;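 note: signal counts dimethyl H3K9 product captured on neutravidin plate; 0% = median of DMSO wells and 100% = 0.3 times that DMSO median; strong numbers were not always called active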
# Target sequence (Q9H3R0 1-420 limits assumed): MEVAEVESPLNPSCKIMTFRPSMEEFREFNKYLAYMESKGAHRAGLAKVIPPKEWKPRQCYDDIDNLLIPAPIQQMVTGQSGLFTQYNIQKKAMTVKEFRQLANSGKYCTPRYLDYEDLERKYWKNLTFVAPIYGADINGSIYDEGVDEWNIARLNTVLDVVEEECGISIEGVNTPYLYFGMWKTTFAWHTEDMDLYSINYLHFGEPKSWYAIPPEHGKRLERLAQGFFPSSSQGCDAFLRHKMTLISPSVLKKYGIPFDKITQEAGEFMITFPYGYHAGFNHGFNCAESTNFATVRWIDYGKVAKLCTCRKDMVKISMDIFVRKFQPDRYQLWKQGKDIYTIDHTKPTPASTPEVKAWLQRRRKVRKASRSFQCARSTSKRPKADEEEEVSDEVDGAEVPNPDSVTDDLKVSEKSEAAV
# PP5 primary – PP5 phosphatase inhibitors, primary screen, biochemical, fluorescence; inhibition, % at 6.7 µM; purified PP5c, OMFP substrate fluorescence; hit rate 0.18% among 320,000; Serine/threonine-protein phosphatase 5 (Homo sapiens), P53041;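 active = inhibition above the campaign's mean inhibition across all tested compounds plus 3 SD, cut at about 9.5% in these data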;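 note: 0% = DMSO only and 100% = 100 µM cantharidin control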
# PP1 inh – PP1-alpha phosphatase inhibitors, primary screen, counter-screen for PP5 inhibitor project, biochemical, fluorescence, OMFP substrate, single point; AID 2235, 2010; Serine/threonine-protein phosphatase PP1-alpha catalytic subunit (Homo sapiens), P62136; inhibition, % at 6.7 µM; purified PP1alpha; hit rate 0.9% among 320,000;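 active = inhibition above the mean inhibition of all tested compounds plus 3 SD, computed separately for each screening campaign, cut at about 15% in these data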
# Target sequence (P62136 whole entry, looked up): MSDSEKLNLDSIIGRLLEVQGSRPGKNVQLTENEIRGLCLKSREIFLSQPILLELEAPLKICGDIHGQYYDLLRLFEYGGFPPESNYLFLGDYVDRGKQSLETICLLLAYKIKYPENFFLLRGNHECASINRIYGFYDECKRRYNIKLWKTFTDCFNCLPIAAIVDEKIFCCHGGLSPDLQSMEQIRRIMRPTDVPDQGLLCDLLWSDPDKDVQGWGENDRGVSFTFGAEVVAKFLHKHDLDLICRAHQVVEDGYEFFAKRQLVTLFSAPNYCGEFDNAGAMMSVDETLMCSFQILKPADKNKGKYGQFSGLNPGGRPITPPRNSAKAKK
# * marks the source's active call; other numbers are inactive results; . = not tested or not shown.
item	molecule	PREPL inh	Efflux pump inh	Fh CTSL1 inh	TPT1 inhibitor	core dimer inh	LYPLA2 counter	GASC-1 inh	PP5 primary	PP1 inh
1	O=C(Nc1nnc(S(=O)(=O)N2CCCCCC2)s1)c1cccc(Br)c1	-2	-0.3	2	-1	18	1	7	1.8	2
2	C=C1CCN([C@@H](Cc2ccccc2)C(=O)O)S(=O)(=O)c2ccccc21	-1	-0.1	0	1	4	3	20	-1.9	-4
3	O=C1CCCC(=O)N1c1ccc(N2CCOCC2)c([N+](=O)[O-])c1	6	0.2	6	-1	4	-2	1	-0.2	1
4	O=S(=O)(c1ccc(Cl)cc1)c1cnc(-c2cccnc2)nc1-c1ccccc1	-23	0.2	2	3	4	-5	-7	2.0	-3
5	Cc1ccc(S(=O)(=O)NCc2ccccn2)cc1C	-6	0.0	-2	0	7	6	1	5.7	0
6	COc1cccc(OC)c1C(=O)Nc1ccnn1C	15	0.0	-3	-1	-2	0	6	-3.0	-3
7	Cc1ccc2c(NC(=S)NC(=O)c3ccccc3)cccc2n1	6	1.3	2	5	15	5	2	1.8	0
8	COc1ccc(C(=O)NN2C(=S)N(c3ccc(OC)cc3)C(=O)C2CC(N)=O)cc1 (configuration not stated)	-7	0.1	-2	3	1	3	.	2.2	-4
9	Cc1ccc(-c2nn(CC(=O)NC(C)c3ccccc3)c(=O)c3ccccc23)cc1 (configuration not stated)	-9	0.1	6	0	13	-2	9	3.0	-6
10	COc1ccc2c(c1)CCC(C)N2S(=O)(=O)c1ccc(C2CNC(=O)C2)cc1 (configuration not stated)	-3	0.0	-3	0	1	-3	0	2.5	-5
11	O=c1c2ccccc2nc(-c2ccco2)n1CCCn1ccnc1	5	0.0	1	-2	0	7	-4	1.7	-3
12	Cc1c(Cl)cccc1NC(=O)NCCCN1CCCC1=O	-1	0.2	0	-2	1	3	4	3.3	-6
13	COc1ccc(N2CCN(C(=O)COC(=O)CCOc3ccc(C(C)(C)C)cc3)CC2)cc1	-6	-0.1	-4	-5	-8	-3	-1	-1.8	-3
14	CCOc1[nH]n(-c2ccc(Cl)cc2)c(=O)c1C=NCc1cccnc1	14	0.1	-4	5	-7	-3	-4	4.1	-3
15	CCOCCCNC(=O)c1ccc2c(c1)ncn2-c1ccccc1OC	-8	0.0	-5	1	0	1	-5	1.0	-5
16	COc1ccccc1CNC(=O)/C=C/c1ccc(S(=O)(=O)N2CCOCC2)cc1	6	0.2	-3	4	1	9	-10	-0.7	-2
17	CCCCCC(=O)Nc1ccccc1N1CCN(c2ccccc2)CC1	3	0.2	-1	4	0	3	-13	3.7	-2
18	Cc1nn(C)c(C)c1/C=N/NC(=O)CCn1nc(C)c([N+](=O)[O-])c1C	4	-0.1	2	0	-15	0	16	-1.2	-2
19	Cc1ccc(C(=O)NN2C(=O)C3C4c5ccccc5C(c5ccccc54)C3C2=O)cc1 (configuration not stated)	-1	-0.1	9	-4	10	-7	1	0.1	-11
20	N/C(=N\NC(=O)c1ccccc1Cl)c1cc2ccccc2oc1=O	-6	0.1	4	-2	6	-3	-7	0.1	-3
21	Cc1cc(C)c(S(=O)(=O)Nc2ccc(N(C)C)cc2)c(C)c1-n1cnnn1	20	0.1	1	0	-16	2	10	0.2	0
22	CCOC(=O)CC1=NN(c2ccccc2)C(=O)C1	-3	0.1	-2	3	-4	1	4	-1.2	-1
23	CC(C)CN(C(=O)CN1CCN(S(=O)(=O)c2ccc3ccccc3c2)CC1)c1c(N)n(CC(C)C)c(=O)[nH]c1=O	15	-0.2	2	0	6	2	5	-0.2	0
24	Cc1cc(-c2nc(C)c(-c3nnc(SCC(=O)Nc4cc(Cl)cc(Cl)c4)n3C)s2)no1	22	-0.1	1	-3	-2	0	3	1.9	-4
25	O=S(=O)(c1cccs1)N1CN(C2CCCCC2)c2nc3ccccc3nc21	-6	0.0	3	4	7	-3	5	-1.1	2
26	O=C(N/N=C/c1ccccn1)c1cccc(NC(=O)c2ccccc2Cl)c1	-8	-0.2	-4	-3	-1	-19	0	0.9	3
27	CCc1nnc(NC(=O)C2CCCN(c3nc4ccccc4s3)C2)s1 (configuration not stated)	12	-0.2	-2	2	2	16	-36	0.3	4
28	CCN(CC)CCn1c2c(c(SCC(=O)Nc3ccc4c(c3)OCCO4)nc1=O)CCC2	12	0.0	-2	-1	-4	-1	-28	2.8	-8
29	O=C(N/N=C/c1ccccn1)c1cccc(S(=O)(=O)N2CCCC2)c1	-7	-0.1	-2	-2	3	1	-14	-0.6	4
30	N#CCCn1cc(/C=N/NC(N)=S)c(-c2ccc(Br)cc2)n1	7	-0.2	14	2	-2	6	-5	1.5	-1

# Two entries drawn at random from the list so far:
item	molecule	PREPL inh	Efflux pump inh	Fh CTSL1 inh	TPT1 inhibitor	core dimer inh	LYPLA2 counter	GASC-1 inh	PP5 primary	PP1 inh
12	Cc1c(Cl)cccc1NC(=O)NCCCN1CCCC1=O	-1	0.2	0	-2	1	3	4	3.3	-6
4	O=S(=O)(c1ccc(Cl)cc1)c1cnc(-c2cccnc2)nc1-c1ccccc1	-23	0.2	2	3	4	-5	-7	2.0	-3

# Rewritten as labelled records: entries from further up.
23: CC(C)CN(C(=O)CN1CCN(S(=O)(=O)c2ccc3ccccc3c2)CC1)c1c(N)n(CC(C)C)c(=O)[nH]c1=O
  PREPL inh = 15; Efflux pump inh = -0.2; Fh CTSL1 inh = 2; TPT1 inhibitor = 0; core dimer inh = 6; LYPLA2 counter = 2; GASC-1 inh = 5; PP5 primary = -0.2; PP1 inh = 0

24: Cc1cc(-c2nc(C)c(-c3nnc(SCC(=O)Nc4cc(Cl)cc(Cl)c4)n3C)s2)no1
  PREPL inh = 22; Efflux pump inh = -0.1; Fh CTSL1 inh = 1; TPT1 inhibitor = -3; core dimer inh = -2; LYPLA2 counter = 0; GASC-1 inh = 3; PP5 primary = 1.9; PP1 inh = -4

25: O=S(=O)(c1cccs1)N1CN(C2CCCCC2)c2nc3ccccc3nc21
  PREPL inh = -6; Efflux pump inh = 0.0; Fh CTSL1 inh = 3; TPT1 inhibitor = 4; core dimer inh = 7; LYPLA2 counter = -3; GASC-1 inh = 5; PP5 primary = -1.1; PP1 inh = 2

26: O=C(N/N=C/c1ccccn1)c1cccc(NC(=O)c2ccccc2Cl)c1
  PREPL inh = -8; Efflux pump inh = -0.2; Fh CTSL1 inh = -4; TPT1 inhibitor = -3; core dimer inh = -1; LYPLA2 counter = -19; GASC-1 inh = 0; PP5 primary = 0.9; PP1 inh = 3

# (list continues)
item	molecule	PREPL inh	Efflux pump inh	Fh CTSL1 inh	TPT1 inhibitor	core dimer inh	LYPLA2 counter	GASC-1 inh	PP5 primary	PP1 inh
31	COc1ccc(OC)c2c(N3CCN(C)CC3)cc(C(F)(F)F)nc12	7	-0.1	0	-3	-6	7	-24	0.6	-2
32	CCCC(=O)Nc1ccc2oc(-c3ccncc3)nc2c1	10	0.1	-3	1	-9	-1	-8	2.2	-5
33	CC(=O)c1cc(-c2ccccc2)[nH]c1N1CCCC1	8	0.0	-3	-11	-38	1	8	1.2	2
34	CCOc1ccc2nc(C(=O)N3CCCC(C)C3)sc2c1 (configuration not stated)	-4	0.1	2	2	2	-2	-5	1.5	-1
35	O=C(COC(=O)c1ccccc1NC(=O)c1ccco1)NC1CCCCC1	-1	-0.1	-7	-6	-3	5	-7	1.2	0
36	O=C(COC(=O)Cc1ccc(Br)cc1)NCC1CCCCC1	8	0.1	0	-6	2	-7	12	-4.4	2
37	COc1ccc(OC)c(N/C(=N/c2nc(C)cc(C)n2)NC(C)=O)c1	12	0.1	4	4	0	-3	-4	0.0	-2
38	O=C(c1ccco1)N1CCN(CC(=O)N2CCCc3c2c(=O)oc2ccc(O)cc32)CC1	2	0.0	0	0	-2	9	-4	1.3	4
39	CCCC(=O)N1CCCC(C(=O)c2ccc(OC)c(OC)c2)C1 (configuration not stated)	-4	-0.1	1	0	-3	-3	10	2.5	0
40	O=C(c1ccco1)N1CCN(CCOc2ccc(F)cc2)CC1	-4	0.5	-7	-3	6	0	-2	0.0	-5
41	CCOC(=O)CSc1nc2ccccc2c(=O)n1CCN1CCOCC1	-3	-0.1	-3	1	4	1	17	-0.6	0
42	OC(COc1ccc(C2C=CCC2)cc1)CN1CCCCC1 (configuration not stated)	-11	0.2	-2	-1	-2	7	1	0.9	-2
43	O=C(c1cccc(S(=O)(=O)N2CCCC2)c1)N1CCN(c2ccccc2F)CC1	26	0.2	-3	3	-3	-1	-11	2.7	-4
44	Cc1ccn(CC(=O)N/N=C/c2cc([N+](=O)[O-])ccc2O)n1	18	0.0	4	-2	-12	6	-2	-1.6	1
45	COc1ccc([C@H](OC)[C@@]2(Cc3ccc(O)cc3)N=C(N)N(C)C2=O)cc1	-15	-0.2	.	.	.	-1	5	-2.8	-5
46	COc1ccc(NC(=O)c2ccco2)c(NC(=O)Cc2cccs2)c1	5	0.0	1	-2	-3	2	12	0.4	-1
47	CCSC1=C(C#N)C(=O)n2c1cc1c2CCCC1	3	0.0	-1	4	8	-1	1	-0.9	0
48	Cc1ccccc1NCC(=O)c1ccc(Br)cc1	4	-0.2	-2	-3	5	0	-3	-0.8	1
49	Cc1ccc(C(C)C)cc1OCC(=O)N1CCN(C(=O)c2ccco2)CC1	1	0.0	1	0	-2	-3	-10	0.4	1
50	CC1=C(C(=O)N2CCOCC2)C(c2ccc(C)cc2)NC(=S)N1 (configuration not stated)	21	-0.1	7	-2	-6	3	1	-0.1	-2
51	CSCC[C@H](N)C(=O)N1CCC(C(=O)N[C@H](C)C(=O)NC(C)c2ccccc2)CC1 (some centres not stated)	7	0.0	-3	-2	2	7	-1	0.8	11
52	Cc1c(NC(=O)C(C)OC(=O)c2cccs2)c(=O)n(-c2ccccc2)n1C (configuration not stated)	-4	-0.1	10	1	-9	-1	1	2.4	-1
53	Cn1nc(C(=O)NCc2ccc(F)cc2)c2c1-c1ccccc1S(=O)(=O)C2	1	-0.3	-2	0	9	7	-1	0.8	-5
54	CCOC(=O)c1ccc(NC(=O)c2nc[nH]c2C(=O)NCc2ccccc2)cc1	0	0.3	3	-1	-8	-25	3	5.8	2
55	CC(C)C1C(c2ccccc2)N(C)C(c2ccccc2)CC1(O)c1ccccc1 (configuration not stated)	-7	-0.1	-2	-3	-4	-13	2	6.3	0
56	O=C(Nc1ccc(OC(F)(F)F)cc1)c1ccc2nccnc2c1	-14	0.0	-7	3	4	-13	-20	-0.7	-2
57	N#Cc1c(NC(=O)CSc2nc(N)cc(=O)[nH]2)sc2c1CCCC2	7	0.0	-2	-8	7	14	-4	-1.3	-1
58	c1ccc(-c2nc3ccccc3o2)nc1	7	0.0	-1	-1	-4	2	22	1.3	-1

# Screening results deposited in PubChem by several laboratories.

# These rows are one share of the data; rates above refer to the full screens.
